# From PubChem
# PLCb3 inh = PLC-beta3 (human) inhibition, primary screen; 370,000 compounds, 0.18% hits; AID 720704; Purified PLC-beta3, fluorogenic substrate, fluorescence; Q01970; inhibition, % at 12.2 µM; in the data active = inhibition above about 11%;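 note: 0% = median of compound wells on plate and 100% = full blocker control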
# DDE Tn6 FP inh = DD(E)-Tn6 binding inhibition, primary FP screen. 370,000 compounds, 0.21% hits. P02675. Fibrin DD(E) TRITC-Tn6 fluorescence polarization displacement. inhibition, % at 8.3 µM;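 active = inhibition above a per-campaign cutoff: mean of compounds within control limits plus 3 SD, cut at about 15% in these data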;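 note: 0% = median of all compound wells on the plate and 100% = blocking peptide control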
# ADAM10 inh = ADAM10 inhibition, QFRET primary screen | O14672 | recombinant ADAM10, EDANS/DABCYL FRET peptide cleavage, 3 h | inhibition, % at 7 µM | 370,000 compounds, 0.62% hits;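 active = inhibition above a per-campaign cutoff equal to the mean of compounds falling between control-based bounds plus 3 SD, cut at about 20% in these data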;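 note: 0% = DMSO wells while the 100% control is not disclosed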
# Tn7 DDE FP = DD(E)-Tn7 binding inhibition, primary FP screen; 370,000 compounds, 0.13% hits; FP displacement of FITC-Tn7 peptide from fibrin DD(E); 0% = median of compound wells per plate; inhibition, % at 8.3 µM; P02675;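 active = inhibition above the mean of compounds falling within the control limits plus 3 SD of them, cut at about 14% in these data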;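 note: 0% = plate median of compound wells and 100% = 10 µM Aha-Tn7 peptide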
#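 Test system – human fibrin DD(E) · Times – 10 min preincubation, 3 h with tracer, room temperature · Detection – fluorescence polarization of the labelled Tn7 tracer · Measure – percent inhibition normalized to high-control wells · Benchmarks – high control wells with 10 µM unlabelled Aha-Tn7 peptide (full inhibition) · Repeats – singlicate testing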
# ARFGAP1 inhibitor = rat ARFGAP1 inhibition | Q62848 | 360,000 compounds, 0.26% hits | inhibition, % at 16.5 µM | AID 651572 | Arfgap1-stimulated ARF1 GTP hydrolysis, GDP FP detection;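 active = inhibition above a per-plate limit, mean inhibition of low control wells plus 3 SD, cut at about 25% in these data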;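 note: 0% = DMSO wells with enzyme and 100% = wells lacking Arfgap1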
#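 system = rat Arfgap1 catalytic domain, aa 1-136 | technique = FP, GDP Alexa 633 tracer displaced from anti-GDP antibody, 620/688 nm | compound = one concentration, 16.5 µM, DMSO 1.26% | medium = HEPES-based buffer, pH 7.5 | timing = compound-enzyme preincubation 20 min, reaction 120 min, detection 60 min, 25 °C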
# ASAP1 GAP inh = ASAP1 ArfGAP inhibition | Q9ULH1 | ASAP1-stimulated ARF1 GTP hydrolysis, GDP FP detection | inhibition, % at 16.5 µM | 360,000 compounds, 0.19% hits | AID 624377; in the data active = inhibition above about 25%;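 note: 0% = vehicle with enzyme and substrate and 100% = no enzyme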
# SIAE inh = inhibitors of human sialic acid acetylesterase SIAE; Q9HAT2; SIAE FP-Rh probe binding, fluorescence polarization; inhibition, % at 9.66 µM; 370,000 compounds, 0.69% hits; AID 1053197;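 active = inhibition above a cutoff: mean of compounds within the control limits plus 3 SD of those, cut at about 17% in these data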;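 note: 0% = plate median of compound wells and 100% = probe without SIAE protein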
# ADAM17 inh = ADAM17 inhibition, QFRET primary screen. recombinant ADAM17, EDANS/DABCYL FRET peptide cleavage. inhibition, % at 6.95 µM. 370,000 compounds, 0.83% hits. P78536;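 active = inhibition above the mean of compounds lying between control limits plus 3 SD, set per campaign, cut at about 8.5% in these data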;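 note: 0% = DMSO-only wells as the low control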
# PLC-gamma1 inh = blocks human PLC-gamma1 enzyme activity. 370,000 compounds, 0.84% hits. inhibition, % at 12.2 µM. P19174. purified PLC-gamma1, fluorogenic substrate, fluorescence. AID 720700; in the data active = inhibition above about 9.5%
# TDP2 absorb = blocks human TDP2 phosphodiesterase activity; O95551; recombinant TDP2, T5PNP hydrolysis, p-nitrophenol absorbance 415 nm; inhibition, % at 12.8 µM; 370,000 compounds, 0.34% hits;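 active = inhibition above the mean of all tested compounds plus 3 SD, set per campaign, cut at about 25% in these data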;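 note: 0% = DMSO with enzyme and 100% = buffer with substrate but no TDP2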
#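 Read-out basis: percent inhibition. System: recombinant human TDP2. Buffer or medium: Mg2+-containing Tris-HCl buffer, pH 7.5. Repeats: single replicate. Timing: reaction 2 h, 37 °C. Benchmarks: high control without enzyme, low control DMSO plus TDP2. Probe or stimulus: 5 mM T5PNP. Doses: 12.8 µM only. Measured by: epi absorbance of p-nitrophenol freed from T5PNP by hydrolysis.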
# An asterisk follows results filed as active; i = inactive; . = not tested or not shown. No enrichment for hits. Share with any hit: about 3.6%.
Structure,PLCb3 inh,TDP2 absorb,ADAM17 inh,DDE Tn6 FP inh,PLC-gamma1 inh,SIAE inh,ADAM10 inh,Tn7 DDE FP,ARFGAP1 inhibitor,ASAP1 GAP inh
COc1ccc(N2C3=[N+](CC2(C)O)c2ccccc2CC3)cc1 (configuration not stated),-4,7,-5,-3,-2,6,-1,1,5,6
c1ccc2c(Cn3nnc4ccccc43)cccc2c1,0,4,1,-4,-1,0,9,-2,-8,-6
Cc1ccc2nc(-c3ccc(NC(=O)COC(=O)c4ccc(Br)o4)cc3)sc2c1,-71,6,-173,-5,-64,-15,i,5,8,5
O=C(NC(=S)NCc1cccnc1)c1ccc([N+](=O)[O-])cc1,2,-11,-1,4,-2,1,-5,1,-9,-6
CCOC(=O)C1CCN(S(=O)(=O)c2cccc(C(=O)Nc3ccccc3)c2)CC1,-5,1,-2,-5,-1,-6,0,6,0,15
COc1cc(-c2nnc(COc3ccc(Cl)cc3C)o2)cc(OC)c1OC,2,4,-1,3,0,4,2,-5,7,-6
Cc1ccc(C)c(N2CCN(CCN3CCCCC3)CC2)c1,-4,8,-4,-1,3,2,-4,-4,5,-18
CCC(=O)Nc1ccc(Cl)c(NC(=S)NC(C)=O)c1,4,-3,1,5,-1,-4,2,-1,0,0
CCOC(=O)C1=C(COC(=O)/C=C/c2ccccc2F)NC(=O)NC1C (configuration not stated),-8,-3,1,6,1,-3,-12,-3,-7,2
COc1ccc2oc(C(=O)N(CC(C)C)C3CCS(=O)(=O)C3)c(C)c2c1 (configuration not stated),-7,1,-5,7,-5,5,-11,9,-2,-9
COC(=O)[C@]12C[C@H](CC(=O)N3CCSCC3)C(=O)N(CCc3ccc(OC)c(OC)c3)C1=C[C@H](C(C)C)O[C@@H]2C1CC1,3,0,-2,-1,-1,-4,-3,-3,.,.
Cc1oc(-c2ccccc2Cl)[n+]([O-])c1C,1,0,-3,-4,-3,6,-4,4,6,-12
CCCCN(CC)CCCNC(=O)CS(=O)(=O)Cc1nc(-c2cccc(OC)c2)oc1C,3,9,2,4,0,14,3,-5,17,-2
COc1ccc(CCNC(=O)C2CCN(S(=O)(=O)c3ccc(OC)c(OC)c3)CC2)cc1,3,4,3,-4,6,3,9,8,-9,0
COc1ccc(C(OC(=O)c2ccco2)C(=O)NCc2ccco2)cc1 (configuration not stated),6,-8,5,-2,9,2,8,-9,1,21
CCOc1ccc(/C=N/NC(=O)C(C)N(c2ccc(OC)cc2)S(C)(=O)=O)cc1OCC (configuration not stated),0,2,-6,0,-1,-6,-5,11,4,-4
O=C1/C(=C\c2cccnc2)CCc2ccccc21,1,-12,-4,1,8,0,-7,6,-4,0
CC(C)[C@@H](C(=O)N1CCN(Cc2ccc3c(c2)OCO3)CC1)n1nnc2ccccc2c1=O,-2,-14,-4,9,3,-1,-1,-8,14,-12
Cc1cccc(C)c1C(O)c1ncc(-c2cccc(C(F)(F)F)c2)[nH]1 (configuration not stated),-1,-6,3,7,1,7,2,3,-1,-2
CCN1CCN(CC(=O)Nc2sc3c(c2C#N)CCC(C)C3)CC1 (configuration not stated),-1,1,-3,-2,1,-1,1,-7,3,0
Nc1nnc(Cc2ccc(Cl)c(Cl)c2)s1,2,-10,2,2,2,2,-3,-1,-2,-1
CCCS(=O)(=O)N1CCC(C(=O)NCc2cccnc2)CC1,4,-8,-2,3,-1,1,5,-3,-13,1
CNC(=O)c1[nH]cnc1C(=O)N[C@@H](CC(C)C)C(=O)OC(C)(C)C,1,6,-6,0,-1,1,2,-5,1,-16
O=C(COc1ccc2c(-c3ccccc3)cc(=O)oc2c1)Nc1ccc(CCO)cc1,-14,-3,-21,1,-4,-13,-68,6,9,1

# An excerpt from above in order of the DDE Tn6 FP inh value, smallest number first.
mol,PLCb3 inh,TDP2 absorb,ADAM17 inh,DDE Tn6 FP inh,PLC-gamma1 inh,SIAE inh,ADAM10 inh,ARFGAP1 inhibitor,ASAP1 GAP inh
Nc1nnc(Cc2ccc(Cl)c(Cl)c2)s1,2,-10,2,2,2,2,-3,-2,-1
Cc1cccc(C)c1C(O)c1ncc(-c2cccc(C(F)(F)F)c2)[nH]1 (configuration not stated),-1,-6,3,7,1,7,2,-1,-2
CC(C)[C@@H](C(=O)N1CCN(Cc2ccc3c(c2)OCO3)CC1)n1nnc2ccccc2c1=O,-2,-14,-4,9,3,-1,-1,14,-12

# Continued:
Structure,PLCb3 inh,TDP2 absorb,ADAM17 inh,DDE Tn6 FP inh,PLC-gamma1 inh,SIAE inh,ADAM10 inh,Tn7 DDE FP,ARFGAP1 inhibitor,ASAP1 GAP inh
COCCN(CCOC)Cc1cc(=O)oc2cc(C)ccc12,-1,1,-7,-2,-3,12,-18,8,-1,9
CCOc1ccccc1NC(=O)CNS(=O)(=O)c1ccc2nc(C)sc2c1,-10,-2,-10,-7,-3,-13,-2,9,0,-1
CCN1CCN(CCCN(Cc2ccco2)C(=S)Nc2ccccc2Cl)CC1,-5,8,-4,7,3,0,-7,-5,6,2
O=C(NCC1CCCO1)c1ccc(CS(=O)(=O)c2ccc(Cl)cc2)o1 (configuration not stated),6,-3,3,-6,-2,-3,8,-2,-5,1
CN(C)C(CNC(=O)CSc1nc2sc3c(c2c(=O)n1C)CCCC3)c1ccccc1 (configuration not stated),-4,-2,-1,1,6,1,-17,4,7,-2
Cc1ccc(NS(=O)(=O)c2ccc(-c3ccc(=O)[nH]n3)o2)cc1,-8,-7,0,0,1,0,1,4,-4,-4
Cc1nc(SCC(=O)NCc2ccco2)c2oc3ccccc3c2n1,-1,8,-6,6,2,-5,-5,5,-10,7
O=C(c1ccco1)N1CCN(CC(O)Cn2c3ccccc3c3ccccc32)CC1 (configuration not stated),1,-4,-1,-4,0,7,-4,1,-3,9
O=C(Nc1ccc(S(=O)(=O)Nc2ncccn2)cc1)c1ccco1,4,3,2,2,-2,3,-3,3,-14,-1
O=C(COC(=O)C1COc2ccccc2O1)NC1CCS(=O)(=O)C1 (configuration not stated),-5,-4,-4,5,0,1,4,2,-2,-18
CN(CC(=O)Nc1cccc(F)c1)CC(=O)Nc1ccc(Cl)cc1[N+](=O)[O-],-2,-12,0,-9,6,1,7,-8,-7,7
Cc1ccc([C@@]2(OC(=O)c3ccccc3)C(=O)N(C(=O)OC(C)(C)C)c3ccccc32)cc1,-1,0,-2,0,3,2,-6,1,7,1
Cc1ccc(/C=N/NC(=O)c2ccoc2C)o1,2,3,1,-11,-2,-3,2,0,-21,-1
O=C(c1ccc(NC2=NC3CS(=O)(=O)CC3S2)cc1)N(CCO)Cc1ccccc1 (configuration not stated),7,-13,-2,3,2,0,-3,-1,-2,-7
CC(COS(N)(=O)=O)Cc1ccc(C(F)(F)F)cc1 (configuration not stated),-1,-8,6,7,3,-2,18,-2,-3,-5
COC(=O)c1cc(C(=O)c2ccccc2)n2c(=O)/c(=C\N(C)C)sc12,-10,-6,-2,-3,-2,2,9,1,5,-5
CC(C)C(=O)c1cc2c(cc1NC(=O)c1ccccc1)OCCO2,-36,-15,-2,0,-24,-6,0,-4,3,10
O=C(CSc1nc2ccccc2c(=O)n1-c1ccccc1)N1CCC1,4,-8,3,1,4,-1,8,-9,2,-3
O=C(NCC1CCCN(Cc2ccccc2F)C1)c1cccc(C(F)(F)F)c1 (configuration not stated),-1,-7,-2,-6,0,7,-8,-12,0,8
C=CCN1[C@H](C#N)[C@@H](c2ccc(C#Cc3cccnc3)cc2)[C@H]1CO,-27,11,-19,-9,-20,6,-72,-1,.,.
O=C(O)/C=C\C(=O)Nc1ccccc1N1CCN(c2ccccc2)CC1,-4,3,3,4,-1,6,6,1,-9,-3
CCOC(=O)c1sc(=S)n(-c2ccc(OC)cc2)c1C,-7,2,-3,-6,-1,-10,7,6,-1,1
CCOC(=O)N1CCC(NC(=O)c2cc3c(-c4cccc(OC)c4)nn(C)c3s2)CC1,-14,1,-9,-4,-10,-7,-13,2,0,-13
Cc1cc(SCC(=O)Nc2cccc(S(=O)(=O)N3CCOCC3)c2)nc2ccccc12,-1,-1,0,-1,0,-4,1,7,5,8
CCC(NS(=O)(=O)c1cccs1)c1ccc(C)cc1 (configuration not stated),-1,-10,-1,-2,-4,-4,-3,-4,6,3
CCOC(=O)[C@H]1[C@H]2COc3ccc(Br)cc3[C@@H]2N2C(=O)N(c3ccc(F)cc3)C(=O)[C@@]12C,1,6,6,-3,-1,-7,18,1,9,3
CCOC(=O)Cn1c2ccc(C)cc2c2nc(C)sc21,-5,13,-5,-11,-1,8,-1,-5,1,2
c1cncc(-c2noc(-c3ccco3)n2)c1,-5,-3,-4,5,-3,3,-5,-1,6,-6
Cc1cc(C)n(-c2ccc(NC(=O)C3CCCCN3C(=O)c3cc(C)oc3C)cc2)n1 (configuration not stated),-6,0,-2,1,1,2,2,-2,4,-3
CCCc1cc(=O)[nH]c(SCC(=O)N(C)C2CCS(=O)(=O)C2)n1 (configuration not stated),3,1,0,2,0,1,6,1,0,3
Cn1cc(C(=O)N/N=C/c2cccc([N+](=O)[O-])c2)c2ccccc21,-7,-12,1,2,-1,5,2,-3,16,-3
O=C(CSc1ccccn1)Nc1cccc(S(=O)(=O)N2CCCC2)c1,-3,-2,1,7,2,-4,0,-6,6,-6
COCCCNC(=O)CNC(=O)c1nn(-c2ccc(OC)cc2OC)c(=O)c2ccccc12,-6,-14,4,2,3,5,-2,-3,-5,9
CC1CCN(C(=O)COC(=O)c2cc(Cl)c3c(c2)OCO3)CC1,-2,3,-1,0,5,1,-6,3,5,3
CCN1CCN(CC(O)COCCOc2ccc(Br)cc2)CC1 (configuration not stated),1,12,0,-3,0,-4,-3,-7,-3,7
O=C1CN(C(=O)COC(=O)c2ccco2)c2ccccc2N1,-8,3,-3,-1,0,-1,-5,-5,-1,-7
CC1=C(C(=O)OCc2ccccc2)C(c2cccc([N+](=O)[O-])c2)NC(=O)N1 (configuration not stated),-5,2,1,1,-1,-9,8,5,-1,3
CN(C)C(CNC(=O)c1c(F)cccc1Cl)c1ccco1 (configuration not stated),-5,-23,4,5,11*,-14,-12,-5,1,19
COc1cc(-c2ccc(N3C(c4ccsc4)=Cc4ccc(F)cc4C3c3c[nH]c4ccc(C#N)cc34)cc2)cc(OC)c1OC (configuration not stated),-122,6,-21,5,-80,-3,-43,7,8,14
